Compound activity: PubChem, National Center for Advancing Translational Sciences (NCATS)
TSHR antag = human thyrotropin receptor antagonism; P16473; TSHR-expressing cells, TSH-stimulated cAMP HTRF, 2 h; hits give low values; activity change, negative = inhibition, % at 11.5 µM; 0.2% of 330,000 active; AID 504810;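 active = activity change below a set negative limit, meaning inhibition stronger than a set level, cut at about -70% in these data; inconclusive = activity change between two set negative limits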; also: % is scaled to controls: 0 for no effect and ±100 for the full control effect
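Antagonism was scored as loss of TSH-driven cAMP in TSHR cells, stimulated with 4nM TSH (EC80) for 2 hours at 37 deg C and detected by homogeneous HTRF competition immunoassay.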
BCR signal inh = blocks chronic active B-cell receptor signaling | ABC-DLBCL IkBa-CBG/CBR reporter, luminescence ratio, 4 h | Potency, µM (titrated, usually from 46.1 µM), inactives show top-dose ratio change, negative = lower green/red ratio, usual class: inhibitors | 0.05% of 340,000 active; active = well fitted inhibition curve with a large enough effect in the signal ratio, with a control signal flat, not every such curve was filed as active; inconclusive = small, poorly fitted or top-dose-only effect, or effect the other way, or a change in a side signal; the % refers to the signal ratio;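 also: potency is read from the fitted curve at half-maximal effect; plate controls were basal doxycycline-induced cells for no effect and cells given 10 µM MG132 for full effect; MG132 reads +100%, hits lower the ratio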
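TMD8 human ABC-DLBCL cells with doxycycline-inducible IκBα–green luciferase fusion and unfused red luciferase, in 0.5% FBS medium; compounds up to 46 uM, 4 h at 37C. Green/red luminescence ratio, filter-overlap corrected, fitted to concentration-response curves.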
B2AR arrestin = recruits beta-arrestin to the human beta2-adrenergic receptor; P07550; beta-arrestin recruitment to beta2AR, cell-based reporter; Potency, µM (top dose mostly 46.1 µM), for the others: at the highest dose activation, actives largely listed as activators; 0.02% of 330,000 active; AID 492947;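 also: potency is read from the fitted curve at half-maximal effect; 0% = DMSO controls and full agonism = EC100 isoproterenol or metaproterenol; nearly all actives have a fitted effect of over 65% in size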
uPA surface inh = cell surface uPA generation inhibition. cell surface uPA generation assay, qHTS. Potency, µM (top dose mostly 38.3 µM), for the others: top-dose activity change, negative = inhibition, most hits filed as inhibitors. 0.31% of 330,000 active; active = well fitted inhibition curve with a large enough effect; inconclusive = small, poorly fitted or top-dose-only effect; inactive = no such curve, though single readings can be large or run the other way; tested in mouse RAW 264.7 cells; also: potency is read from the fitted curve at half-maximal effect; % is scaled to controls: 0 for no effect and ±100 for the full control effect; nearly all actives have a fitted effect of over 55% in size
ELG1 repair inh = inhibitors of ELG1-dependent DNA repair in HEK293T cells. HEK293T ELG1-luciferase reporter, luminescence, 16 h; DNA damage induced by 5-fluorouridine. Potency, µM (series often up to 46.1 µM), inactives show at the highest dose activity change, negative = inhibition, usual class: inhibitors. 2.3% of 330,000 active. AID 504467; also: potency is read from the fitted curve at half-maximal effect; % is scaled to controls: 0 for no effect and ±100 for the full control effect; nearly all actives have a fitted effect of over 55% in size
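In this reporter screen, reduction of luminescence relative to DMSO vehicle indicated activity. Compounds and 5-fluorouridine were added together to 2,000 cells per well, incubated for 16 hr at 37 °C, then developed with ONE-Glo.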
Eya2 phos inh = blocks the phosphatase activity of human Eya2. 0.006% of 330,000 active. Potency, µM (series often up to 76.9 µM), for the others: at the top dose activity, negative = inhibition, most hits filed as inhibitors. O00167. AID 488837. recombinant Eya2, OMFP fluorescence dephosphorylation (OMFP is methylfluorescein phosphate); also: potency is read from the fitted curve at half-maximal effect; % is scaled to controls: 0 for no effect and ±100 for the full control effect
Target sequence (O00167 whole entry, looked up): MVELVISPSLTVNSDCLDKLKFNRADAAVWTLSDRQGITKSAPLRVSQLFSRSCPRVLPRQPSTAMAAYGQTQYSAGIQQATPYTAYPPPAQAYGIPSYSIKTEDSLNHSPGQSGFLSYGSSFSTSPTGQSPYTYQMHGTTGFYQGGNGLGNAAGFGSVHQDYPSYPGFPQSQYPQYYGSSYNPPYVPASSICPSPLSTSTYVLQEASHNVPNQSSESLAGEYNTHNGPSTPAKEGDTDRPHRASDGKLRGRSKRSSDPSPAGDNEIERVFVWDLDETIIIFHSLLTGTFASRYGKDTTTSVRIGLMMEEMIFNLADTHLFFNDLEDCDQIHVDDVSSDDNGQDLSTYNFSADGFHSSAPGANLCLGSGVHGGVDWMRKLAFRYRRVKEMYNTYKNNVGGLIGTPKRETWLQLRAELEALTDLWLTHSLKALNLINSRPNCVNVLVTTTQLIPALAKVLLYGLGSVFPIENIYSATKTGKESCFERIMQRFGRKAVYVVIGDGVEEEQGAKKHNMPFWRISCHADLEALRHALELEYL
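Eya2 (0.2 uM) preincubated 10 min at ambient with compound, then OMFP substrate added at 50 uM; 10 min reaction in 50 mM HEPES pH 7.5, 50 mM NaCl, 5 uM MgCl2, 0.05% BSA, 1 mM DTT. Fluorescence read at Ex 485/Em 525 nm.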
TCR act = activators of T cell receptors; primary human leukocytes, anti-CD3, IL-2 HTRF, 48 h; Potency, µM (doses to about 9.22 µM), without a hit: top-dose activation of IL-2 secretion, most hits filed as activators; 330,000 tested, under 10 active; also: % of control where 0% means no effect
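Compounds are tested in HTS on primary human leukocytes co-incubated with a-CD3 beads for 48 hr. IL-2 output is measured by time-resolved FRET.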
USP2a inh = inhibitors of human ubiquitin-specific protease USP2a; AID 463254; Potency, µM (series often up to 38.3 µM), for the others: at the top dose activity change, negative = inhibition, most hits filed as inhibitors; O75604; USP2 core, Ub-CHOP2 coupled fluorogenic reporter, 485/531; 0.01% of 330,000 active;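 also: potency is read from the fitted curve at half-maximal effect; plate controls were DMSO wells for no effect and full inhibition by NEM control for full effect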
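Cell-free coupled assay: 10nM USP2 core preincubated 30min RT with compound in Tris-HCl pH 8.0/CaCl2/CHAPS buffer, then 25nM Ub-CHOP2 and 25nM reporter substrate; fluorescence (Ex 485/Em 531) read after 60min RT, normalized to NEM inhibition, concentration-response curves fitted.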
Tb PFK block = T. brucei PFK enzyme inhibition; O15648; T. brucei PFK, ADP-Glo luminescence; Potency, µM (series often up to 57.5 µM), for the others: top-dose activity, negative = inhibition, most hits filed as inhibitors; 0.17% of 330,000 active; AID 485367;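 also: potency is read from the fitted curve at half-maximal effect; 0% = uninhibited 1x PFK enzyme wells and -100% = no-enzyme wells; nearly all actives have a fitted effect of over 60% in size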
Target sequence (O15648 whole entry, looked up): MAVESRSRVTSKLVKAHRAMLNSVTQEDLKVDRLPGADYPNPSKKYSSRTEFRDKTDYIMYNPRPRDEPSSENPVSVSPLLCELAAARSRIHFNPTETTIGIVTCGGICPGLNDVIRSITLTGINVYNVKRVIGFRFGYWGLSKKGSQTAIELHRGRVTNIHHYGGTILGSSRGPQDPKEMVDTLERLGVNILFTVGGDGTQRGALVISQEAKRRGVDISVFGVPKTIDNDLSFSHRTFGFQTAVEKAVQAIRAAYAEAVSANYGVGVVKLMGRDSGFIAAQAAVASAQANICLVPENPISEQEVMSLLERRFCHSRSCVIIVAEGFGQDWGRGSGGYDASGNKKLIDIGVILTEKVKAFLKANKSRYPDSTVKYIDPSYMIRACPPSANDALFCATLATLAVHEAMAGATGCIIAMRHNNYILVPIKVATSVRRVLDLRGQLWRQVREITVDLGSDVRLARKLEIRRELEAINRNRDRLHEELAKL
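Activity is normalized to no-enzyme wells (full inhibition) and 1.25 nM enzyme wells (no inhibition). Reaction: 0.5 mM F6P, 0.1 mM ATP, 45 min RT, ADP-Glo luminescence; concentration-response curves fitted and classed by quality.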
PTAP TSG101 blk = blocks PTAP/TSG101 interaction to inhibit HIV-1 budding | Q99816 | Fluorescence polarization, FITC-PTAP peptide / Tsg101 binding | 340,000 tested, under 10 active | Potency, µM (highest dose often 115 µM), inactives show at the top dose activity change, negative = inhibition, hits mostly inhibitors; active = well fitted inhibition curve with a large enough effect in the main read-out, with a control signal flat, not every such curve was filed as active; inconclusive = small, poorly fitted or top-dose-only effect, or effect the other way, or a change in a side signal; inactive = no such curve, though single readings can be large or run the other way; also: potency is read from the fitted curve at half-maximal effect; % of control where 0% means no effect
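Steps: Tsg101 binding domain dispensed (10 uM final), compounds pinned in DMSO, FITC-labeled PTAP-motif peptide added (50 nM final); after 20 min binding at room temperature, polarization measured.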
Mito fusion act = inhibitors of mitochondrial division or activators of mitochondrial fusion; S. cerevisiae fusion-defective mutant growth rescue, CellTiterGlo 48 h; Potency, µM (series often up to 46.1 µM), without a hit: top-dose growth rescue (activation), most hits filed as activators; 0.23% of 320,000 active;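 also: potency is read from the fitted curve at half-maximal effect; % of control where 0% means no effect; nearly all actives have a fitted effect of over 45% in size; temperature-sensitive fusion mutants such as fzo1-1 at 37 °C on non-fermentable ethanol glycerol medium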
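Luminescent cell viability in 1536-well qHTS format served as the measure of rescued growth in ts fusion-mutant S. cerevisiae cultured on non-fermentable YPEG for 48 hours at 37C.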
Numbers without * were called inactive; u = inconclusive; x = no result given; [ ] = dose if it differs, or a comment. Unless noted, calls follow the shape of the dose curve; as a rule, active = well fitted curve in the direction sought with a large enough effect; inconclusive = small, poorly fitted or top-dose-only effect, or another doubt; inactive = no such curve, though single readings can be large; an effect the other way counts as inactive or inconclusive.

Sequence of screens: B2AR arrestin | TCR act | Mito fusion act | Tb PFK block | BCR signal inh | ELG1 repair inh | TSHR antag | uPA surface inh | Eya2 phos inh | PTAP TSG101 blk | USP2a inh
- CCCCNC(=O)C(=O)NCc1ccncc1
→ -0.2% | 9% | 2% | -2% | -3% | 0% | 5 | 5% | -6% | 0% | 0%
- Cc1c(CN(C)C)c2c(n1Cc1ccccc1)C(=O)c1ccc(Br)cc1-2
→ 0.2% | 4% | -14% | 1% | u | -19% | 6 | -5% | 3% | -2% | -1%
- NNC(=O)c1ccccc1OCCOc1ccccc1
→ -0.1% | -4% | 18% | 0% | u | 1% | -7 | -6% | 2% | -4% | 0%
- CCN(Cc1ccccc1)C(=O)c1cccnc1
→ -0.3% | -6% | 2% | -5% | u | 5% | 4 | -2% | -4% | 0% | 1%
- CCCC(=O)NC(c1ccccc1OC)c1ccc2cccnc2c1O (configuration not stated)
→ u | 4% | 2% | -8% | u | 4.1µM* | 3 | -3% | -6% | -2% | 0%
- COc1cccc(/C=C/c2nc(S(=O)(=O)c3ccccc3)c(N(C)C)o2)c1
→ -1.2% | 1% | 3% | 2% | -8% | -28% | -20 | -7% | 16% | 0% | 0%
- COc1c(/C=N/Nc2nc(N3CCCCC3)nc(N3CCCCC3)n2)cccc1[N+](=O)[O-]
→ 0.0% | -4% | 2% | 0% | 0% | -2% | 19 | -10% | 6% | -3% | 1%
- Cc1cc(Cl)ccc1OCc1nnc(-c2ccccc2C)o1
→ 0.3% | 4% | 0% | -11% | 7% | u | 1 | 0% | -24% | 6% | -1%
- CCN(CC)C(=O)c1ccc(-c2nnc(Nc3ccc(C(=O)N(C)C)cc3)c3ccccc23)cc1
→ -0.1% | 7% | 2% | -29% | -4% | u | -3 | -19% | -11% | 0% | 0%
- Cc1ccc(O)c(NC(=S)NC(=O)/C=C/c2ccco2)c1
→ 0.5% | 6% | 1% | -1% | u | u | -3 | -14% | 16% | -1% | -4%
- Cc1c(C(=O)NCc2cccnc2)oc2ccc(S(=O)(=O)N3CCCCC3)cc12
→ -0.2% | 0%[46.1 µM] | -2% | -9% | -6% | 5.8µM* | 1 | x | 0% | -8% | -2%
- COc1ccc(NC(=O)N(C)C[C@H]2Oc3ccc(NS(=O)(=O)c4c(C)noc4C)cc3C(=O)N([C@H](C)CO)C[C@@H]2C)cc1
→ 0.2% | 3% | x | 3% | -3% | 4% | 1 | 9% | 6% | -2% | 3%
- CC1CN(C(=O)c2ccc3c(c2)OCO3)OC(c2ccccc2)O1 (configuration not stated)
→ -0.5% | 0% | 1% | -2% | u | -4% | -3 | 2% | -19% | -1% | 1%
- O=[N+]([O-])c1ccc(Nc2ccc(Cl)cc2)nc1
→ 0.2% | 5% | -1% | 1% | -7% | 7% | 4 | 0% | -2% | -3% | 3%
- COc1cccc(NC(=O)c2cncs2)c1
→ 3.5% | 14% | -3% | 0% | 0% | 3% | 8 | -3% | 0% | -4% | -6%
- CC(C)c1ccc(N2C(=O)CC(Sc3nc4ccccc4o3)C2=O)cc1 (configuration not stated)
→ -0.2% | 4% | -24% | -5% | -28% | u | 19 | -10% | -7% | -1% | -9%
- CCCCCCCN(C(=O)CCl)c1ccccc1C
→ -0.1% | -4%[46.1 µM] | 3% | -4% | u | -15% | 1 | -3% | 6% | -2% | 0%
- COc1cc(OC)c(OC)cc1CN1CCN(C(=O)c2cccc3ccccc23)CC1
→ 0.3% | 3% | -5% | -13% | -16% | u | 8 | 0% | -1% | -1% | -1%
- CN(C)/C=C(/C(=O)c1ccc(Cl)cc1)S(=O)(=O)c1ccccc1
→ -0.1% | 7% | 1% | 0% | 4% | u | 23 | 6% | 24% | -7% | -13%
- CCOc1ccccc1C(=O)Nc1cc2c(cc1N1CCCC1)n(CC)c(=O)n2CC
→ -1.1% | -16% | 6% | -5% | u | 8.2µM* | -15 | -11% | -3% | -6% | 0%
- COc1cccc2c1cc1c(=O)n(CC(=O)NCCCc3ccccc3)nc(C)n12
→ -0.6% | 4% | 2% | -1% | 0% | -3% | 4 | 13% | -3% | -1% | 10%
- O=C1CC(c2ccco2)Cc2nc(NCC3CCCO3)ncc21 (configuration not stated)
→ 0.2% | 4% | 1% | -2% | 1% | 8% | -13 | 1% | 1% | 0% | 0%
- Cc1nc(CS(=O)c2ccc(Cl)cc2)cc(N2CCOCC2)n1 (configuration not stated)
→ 0.2% | -2% | -1% | 1% | 5% | -2% | 9 | 3% | -17% | 1% | 0%
- O=C(N/N=C/c1ccc(-c2cccc(C(F)(F)F)c2)o1)c1cccc(F)c1
→ -0.2% | 1% | -10% | -1% | u | -28% | 4 | x | -32% | -7% | -4%
- CC1=C(C(=O)OCC2CCCO2)C(c2coc3ccccc3c2=O)C2=C(CCCC2=O)N1 (configuration not stated)
→ -0.6% | 2% | -5% | -2% | 2% | 0% | 3 | 1% | -1% | -2% | 0%
- CC(C)=N/N=C(\N)SCc1ccccc1
→ 0.1% | -9% | 2% | -29% | -3% | 24% | 1 | -2% | -16% | -3% | 1%
- Cc1ccc(CNC(=O)c2cc(C3CC3)nc3c2cnn3C(C)C)cc1
→ 4.3% | x | u | 0% | u | u | -20 | -9% | -3% | -3% | -6%
- O=C(CNC(=S)NC(=O)c1ccc(Br)o1)c1ccccc1
→ 0.1% | -11%[46.1 µM] | -4% | -1% | 3% | u | -9 | -4% | -4% | -1% | 0%
- CCN(CC)CCCNC(=O)c1[nH]c2ccccc2c1Sc1ccc(Cl)cc1
→ -0.3% | -1% | -13% | -10% | -18% | -16% | 5 | 4% | 1% | 0% | 0%
- C=CCSc1nccc(=O)[nH]1
→ 0.1% | -3%[46.1 µM] | 0% | 1% | 0% | 0% | 4 | 3% | -1% | -1% | 2%

Carrying on.
Sequence of screens: B2AR arrestin | TCR act | Mito fusion act | Tb PFK block | BCR signal inh | ELG1 repair inh | TSHR antag | uPA surface inh | Eya2 phos inh | PTAP TSG101 blk | USP2a inh
- CCOC(=O)CC(=O)N/N=C/c1c(N)n(C)c(=O)n(C)c1=O
→ -0.1% | 8% | 1% | -3% | u | -2% | 28 | 3% | 6% | 0% | -2%
- COc1ccc(N2CCN(C(c3cccs3)c3nnnn3C3CCCC3)CC2)cc1 (configuration not stated)
→ -0.1% | 1% | 11µM* | 0% | 7% | -17% | -36 | 1% | 0% | -4% | 0%
- Cc1nc2ccc(NC(=O)c3cccc(C(F)(F)F)c3)cc2o1
→ 0.0% | 5% | 5% | -9% | u | 26% | 8 | 8% | 6% | -5% | 3%
- CCCCCc1cc(=O)oc2c(C(CCN(CC)CC)c3cc(OC)c(OC)c(OC)c3)c(OC)cc(OC)c12 (configuration not stated)
→ -0.7% | -5% | -14% | 0% | u | -4% | 3 | -8% | -8% | 0% | 6%
- O=C(N/N=C/C1CC=CCC1)c1cc(-c2cccnc2)nc2ccccc12 (configuration not stated)
→ -1.2% | -3% | 2% | -5% | -4% | 17% | -11 | 1% | 8% | 1% | 1%

Single records (already shown). Screens in order: B2AR arrestin, TCR act, Mito fusion act, Tb PFK block, BCR signal inh, ELG1 repair inh, TSHR antag, uPA surface inh, Eya2 phos inh, PTAP TSG101 blk, USP2a inh
CC(C)c1ccc(N2C(=O)CC(Sc3nc4ccccc4o3)C2=O)cc1 (configuration not stated) as listed: -0.2%, 4%, -24%, -5%, -28%, u, 19, -10%, -7%, -1%, -9%
Cc1ccc(CNC(=O)c2cc(C3CC3)nc3c2cnn3C(C)C)cc1 as listed: 4.3%, x, u, 0%, u, u, -20, -9%, -3%, -3%, -6%

In the list so far, these contain bromine.
Sequence of screens: B2AR arrestin | TCR act | Mito fusion act | Tb PFK block | BCR signal inh | ELG1 repair inh | TSHR antag | uPA surface inh | Eya2 phos inh | PTAP TSG101 blk | USP2a inh
- Cc1c(CN(C)C)c2c(n1Cc1ccccc1)C(=O)c1ccc(Br)cc1-2
→ 0.2% | 4% | -14% | 1% | u | -19% | 6 | -5% | 3% | -2% | -1%
- O=C(CNC(=S)NC(=O)c1ccc(Br)o1)c1ccccc1
→ 0.1% | -11%[46.1 µM] | -4% | -1% | 3% | u | -9 | -4% | -4% | -1% | 0%
